HCMV antiviral: inhibitors of human cytomegalovirus. AID 1259415. HFF cells, HCMV-luciferase reporter, 72 h; stronger effect = lower value. activity change, negative = inhibition, % at 57.5 µM. 4.5% of 410,000 active; in the data active = activity change below about -60%; inconclusive = no clear call, values can overlap the other calls; inactive = above about -39%
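Compounds were evaluated in HFFs infected with an HCMV luciferase reporter virus (MOI 1 PFU/cell). Luciferase in lysates collected 72 h post infection served as the replication measure.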
AmpC inh detg: blocks E. coli AmpC beta-lactamase in detergent assay. P00811. AmpC hydrolysis of nitrocefin, absorbance 480 nm, 0.01% Triton. Potency, µM (doses to about 114 µM), inactives show at the top dose activity change, negative = inhibition, actives largely listed as inhibitors. 0.041% of 370,000 active;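 also: potency is read from the fitted curve at half-maximal effect; 0% = no-compound wells and -100% = no-enzyme wells; nearly all actives have a fitted effect of over 25% in size; some results filed as inactive show a strong effect at the top dose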
Target sequence (P00811 whole entry, looked up): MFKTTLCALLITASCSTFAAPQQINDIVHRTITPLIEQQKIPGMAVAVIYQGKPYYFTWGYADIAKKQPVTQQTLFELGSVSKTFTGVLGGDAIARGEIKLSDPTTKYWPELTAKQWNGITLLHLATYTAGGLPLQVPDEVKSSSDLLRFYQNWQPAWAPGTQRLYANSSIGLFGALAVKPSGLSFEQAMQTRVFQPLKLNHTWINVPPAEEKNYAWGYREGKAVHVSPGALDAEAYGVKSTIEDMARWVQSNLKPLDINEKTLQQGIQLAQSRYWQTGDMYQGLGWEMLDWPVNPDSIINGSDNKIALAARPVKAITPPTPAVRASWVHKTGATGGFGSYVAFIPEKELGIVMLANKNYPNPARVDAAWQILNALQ
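20 mM phosphate pH 7.0 + 0.01% (detergent screen) or 0.0001% Triton X-100; 5.3 nM AmpC reagent; cpd preinc 15 min RT; nitrocefin (800 uM stock) to start; A480 q20 s × 4 min; Activity was normalised to no-enzyme and no-compound control wells.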
TbPYK inhibitor: T. brucei pyruvate kinase inhibition. TbPYK enzyme, Kinase-Glo Plus ATP luminescence, 45 min. Potency, µM (doses to about 76.8 µM), for the others: at the top dose activity, negative = inhibition, most hits filed as inhibitors. 0.12% of 410,000 active. AID 624173; also: potency is read from the fitted curve at half-maximal effect; nearly all actives have a fitted effect of over 50% in size
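ADP (130 uM final) triggers the TbPYK reaction after compound addition; incubation is 45 min at room temperature. Kinase-Glo Plus is then added and luminescence imaged. Normalized data are fitted to concentration-effect curves.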
AMA1-RON2 inh: AMA1-RON2 (P. falciparum) interaction inhibition; AlphaScreen AMA1-biotinylated RON2 peptide binding; Potency, µM (highest dose often 58.2 µM), without a hit: at the top dose activity change, negative = inhibition, most hits filed as inhibitors; 0.2% of 360,000 active;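 also: potency is read from the fitted curve at half-maximal effect; 0% = vehicle wells and -100% = peptide control; nearly all actives have a fitted effect of over 45% in size; some results filed as inactive show a strong effect at the top dose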
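AMA1 (3D7) with his tag at 25 nM final met compounds first, then biotinylated RON2 peptide at 25 nM; detection used donor plus acceptor beads, 10 µg/mL apiece, read by AlphaScreen after 30 min at room temperature.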
AmpC no deterg: AmpC beta-lactamase inhibition without detergent | P00811 | 0.52% of 330,000 active | AmpC nitrocefin hydrolysis, absorbance 480 nm, 0.0001% Triton | Potency, µM (top dose mostly 57.1 µM), for inactives: at the highest dose activity change, negative = inhibition, hits mostly inhibitors;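 also: potency is read from the fitted curve at half-maximal effect; plate controls were no compound for no effect and no enzyme for full effect; nearly all actives have a fitted effect of over 20% in size; some results filed as inactive show a strong effect at the top dose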
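20 mM phosphate pH 7.0 + 0.01% (detergent screen) or 0.0001% Triton X-100; 5.3 nM AmpC reagent; cpd preinc 15 min RT; nitrocefin (800 uM stock) to start; A480 q20 s × 4 min; Activity was normalised to no-enzyme and no-compound control wells.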
LmPK inh: LmPK (Leishmania mexicana) enzyme inhibition; Q27686; purified LmPK, Kinase-Glo ATP luminescence, 1 h; Potency, µM (highest dose often 57.5 µM), for inactives: top-dose activity change, negative = inhibition, actives largely listed as inhibitors; 0.37% of 290,000 active; AID 1721; also: potency is read from the fitted curve at half-maximal effect
Target sequence (Q27686 whole entry, looked up): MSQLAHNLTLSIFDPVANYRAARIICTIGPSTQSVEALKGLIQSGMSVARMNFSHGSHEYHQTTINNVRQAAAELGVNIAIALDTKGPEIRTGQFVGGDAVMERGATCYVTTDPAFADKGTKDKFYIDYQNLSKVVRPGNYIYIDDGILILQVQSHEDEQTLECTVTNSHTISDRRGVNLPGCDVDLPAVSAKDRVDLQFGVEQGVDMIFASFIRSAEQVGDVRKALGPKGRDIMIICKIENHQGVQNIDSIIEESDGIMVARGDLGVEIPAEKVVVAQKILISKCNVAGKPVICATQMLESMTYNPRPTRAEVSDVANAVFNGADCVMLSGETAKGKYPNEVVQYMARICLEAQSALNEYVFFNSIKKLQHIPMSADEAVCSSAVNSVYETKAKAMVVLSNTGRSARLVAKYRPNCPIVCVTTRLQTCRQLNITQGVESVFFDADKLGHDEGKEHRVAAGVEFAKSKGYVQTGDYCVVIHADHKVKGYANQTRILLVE
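Screened at intermediate enzyme activity to detect both inhibitors and activators: LmPK at 0.1 nM, with a 0.5 nM enzyme column as activation reference. PEP 0.5 mM, ADP 0.1 mM; ATP detected by luminescence after 1 h.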
Sm TGR inh: S. mansoni TGR enzyme inhibition | Q962Y6 | purified TGR, DTNB reduction, TNB absorbance 405 nm | Potency, µM (series often up to 114 µM), for the others: at the top dose activity change, negative = inhibition, hits mostly inhibitors | 3% of 360,000 active; also: potency is read from the fitted curve at half-maximal effect; nearly all actives have a fitted effect of over 60% in size
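TGR 20 nM + NADPH 100 uM (dispensed conc.), cpd preinc 15 min RT; start with NADPH (500 uM addition) then DTNB (15 mM addition). Kinetic TNB absorbance, 405 nm filter. Four-parameter Hill fit across titration.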
The depositor's hits bear a star; ? = inconclusive; / = not tested or not shown; & = joins results of further samples; [ ] = remark or other dose. Unless noted, calls follow the shape of the dose curve; as a rule, active = well fitted curve in the direction sought with a large enough effect; inconclusive = small, poorly fitted or top-dose-only effect, or another doubt; inactive = no such curve, though single readings can be large; an effect the other way counts as inactive or inconclusive. Unless noted, % is scaled to controls: 0 for no effect and ±100 for the full control effect.

SMILES | HCMV antiviral | AmpC inh detg | TbPYK inhibitor | AMA1-RON2 inh | AmpC no deterg | LmPK inh | Sm TGR inh
CC(Oc1ccccc1)C(=O)NC1CCSc2ccccc21 (stereo not drawn) | -7 | -3% | 0% | 3% | -18% | / | -1%
Cc1ccc(Cl)cc1N1CCN(C(=O)C2CCN(Cc3nc(-c4cccc(Cl)c4)oc3C)CC2)CC1 | -1 | -7% | -6% | / | / | / | -14%
CC(=O)N(CCC1(c2ccc(C)cc2)CCOC(C(C)C)C1)Cc1ccco1 (stereo not drawn) | 9 | -8% | 5% | -21% | 131%[activator] | -2% | -33%
C/C(=N\Nc1ccc2nncn2n1)c1ccc(Br)s1 | 51 | -6% | 2% | 14% | -49% | -14% | 0%
COc1ccc(OCC(=O)NNC(=O)C2CCN(c3ncnc4sc(C)c(C)c34)CC2)cc1 | 0 | -17% | 0% | 74%[activator] | 43% | / | -12%
C[C@@H]1O[C@@H](OC[C@H]2O[C@@H](Oc3c(-c4ccc(O)cc4)oc4cc(O)cc(O)c4c3=O)[C@H](O)[C@@H](O)[C@@H]2O)[C@H](O)[C@H](O)[C@H]1O | -23 | ? | -5% | 11% | -14% | / | 1%
O=C(Nc1ccncc1)c1c(F)c(F)c(F)c(F)c1F | -11 | 2% | -5% | -5% | -2% | -3% | 9%
COc1cc2c(-c3cc(Br)ccc3O)nc3c(c(C)nn3-c3ccccc3)c2cc1OC | -2 | 9% | -8% | / | / | / | -7%
COc1ccc(N2CCN(C(=O)C3CCN(C(=O)c4ccccc4Cl)CC3)CC2)cc1 | -12 | 4% | -2% | 4% | 64%[activator] | -4% | 2%
CC(=O)c1cccc(NC(=O)CC2CCCC2)c1 | 21 | 6% | -1% | 4% | -15% | -1% | -11%
O=C(Nc1nc(-c2ccccc2)cs1)c1ccccc1NS(=O)(=O)c1ccc(F)cc1 | -100* | 2% | 7% | -18% | -24% | 3% | -2%
OCCCNc1ncnc2c1ncn2[C@H]1CN(Cc2ccco2)C[C@@H](CO)O1 | 17 | / | 0% | -1% | / | / | /
CN(CC1COc2ccccc2O1)C(=O)CSc1ncnc2sccc12 (stereo not drawn) | -3 | -16% | -12% | 4% | -15% | / | -11%
O=C(Nc1ccc([N+](=O)[O-])cc1)Nc1ccc(N2CCOCC2)c2nonc12 | ? | 0% | 0% | -5% | -5% | -1% | 14%
N/C(=N\OC(=O)c1ccc(Cl)cc1Cl)c1cccnc1 | 108 | 2% | -3% | 1% | -5% | ? | 0%
COc1cccc(-n2c(/C=C/c3ccccc3O)nc3ccccc3c2=O)c1 | ? | ? | -5% | / | / | / | 2%
C[C@@H]1CN([C@@H](C)CO)C(=O)CCCn2nncc2CO[C@@H]1CN(C)C(=O)Nc1ccc(C(F)(F)F)cc1 | -15 | / | -12% | -1% | / | / | /
CC(=O)O[C@H](COc1c2ccoc2cc2oc(=O)ccc12)C(C)(C)O | 61 | -1% | 0% | 11% | -16% | / | -30%
Cc1nnc(SCc2c(Cl)cccc2Cl)n(N)c1=O | 7 | 5% | -3% | -21% | -12% | 6% | 4%
Cc1ccc(NC(=O)c2oc3ccc(S(=O)(=O)N4CCCCC4)cc3c2C)c(C)c1 | 8 | 18% | 1% | / | / | / | 6%

Molecules above that contain two or more sulfur atoms:
SMILES | HCMV antiviral | AmpC inh detg | TbPYK inhibitor | AMA1-RON2 inh | AmpC no deterg | LmPK inh | Sm TGR inh
O=C(Nc1nc(-c2ccccc2)cs1)c1ccccc1NS(=O)(=O)c1ccc(F)cc1 | -100* | 2% | 7% | -18% | -24% | 3% | -2%
CN(CC1COc2ccccc2O1)C(=O)CSc1ncnc2sccc12 (stereo not drawn) | -3 | -16% | -12% | 4% | -15% | / | -11%

Look-ups from above:
Under Sm TGR inh, `COc1ccc(N2CCN(C(=O)C3CCN(C(=O)c4ccccc4Cl)CC3)CC2)cc1` shows 2%
Under AmpC inh detg, `C/C(=N\Nc1ccc2nncn2n1)c1ccc(Br)s1` shows -6%
Under TbPYK inhibitor, `Cc1ccc(Cl)cc1N1CCN(C(=O)C2CCN(Cc3nc(-c4cccc(Cl)c4)oc3C)CC2)CC1` shows -6%
Under HCMV antiviral, `CC(Oc1ccccc1)C(=O)NC1CCSc2ccccc21` (stereo not drawn) shows -7
Under HCMV antiviral, `C[C@@H]1O[C@@H](OC[C@H]2O[C@@H](Oc3c(-c4ccc(O)cc4)oc4cc(O)cc(O)c4c3=O)[C@H](O)[C@@H](O)[C@@H]2O)[C@H](O)[C@H](O)[C@H]1O` shows -23

Carrying on:
SMILES | HCMV antiviral | AmpC inh detg | TbPYK inhibitor | AMA1-RON2 inh | AmpC no deterg | LmPK inh | Sm TGR inh
CCOc1cc(C2C(C#N)=C(N)OC(C)=C2C(C)=O)c(Br)c(Br)c1OC(C)C (stereo not drawn) | / | -9% | 1% | -19% | 9% | 0% | ?
CCOC(=O)c1ccc(N2CCOCC2)c(NC(=O)c2ccc3c(c2)OCO3)c1 | 29 | -11% | -5% | 6% | 68%[activator] | -2% | -5%
O=S1(=O)N=C2CCCCCN2C(c2ccncc2)N1 (stereo not drawn) | -10 | ? | 4% | -10% | -19% | 3% | ?
O=C(NCc1ccco1)NC(=O)c1csc([N+](=O)[O-])c1 | -30 | -3% | -5% | -13% | -37% | 1% | -20%
CCCN1CCN(C(=O)C2CCN(S(=O)(=O)c3ccc4c(c3)NC(=O)C(C)S4)CC2)CC1 (stereo not drawn) | 53 | -8% | 5% | -2% | 101%[activator] | -24% | -7%
CCCCOC(=O)c1sc2nc(C)cc(C)c2c1N | / | 7% | -3% | 78%[activator] | 16% | 5% | -1%
O=C(NC(c1ccc(Cl)cc1)c1cnccn1)C1CCN(Cc2ccc(Oc3ccccc3)cc2)CC1 (stereo not drawn) | -7 | / | 5% | -18% | / | / | /
O=C1N/C(=C\c2ccc(O)cc2)C(=O)c2ccccc21 | / | -4% | ? | -1% | -7% | 10µM* | ?
Cc1ccc(Cl)cc1N1CCN(C(=O)CSc2cc(=O)n(C)c3ccccc23)CC1 | -21 | 1% | -3% | / | / | / | 13%
O=C(Cn1nnc(-c2cccs2)n1)NCCc1ccccc1 | 17 | -13% | 1% | 23% | -28% | 1% | -8%
COc1ccc(NC(=O)CSc2nncn2C)c([N+](=O)[O-])c1 | 17 | 2% | -18% | -1% | -22% | 1% | 0%
COc1ccccc1NC(=O)c1cc(S(=O)(=O)N2CCC3(CC2)OCCO3)ccc1F | 2 | -15% | 3% | -7% | -15% | 1% | 15%
O=S1(=O)CCN2C(c3cccc4ccccc34)=CSC2=N1 | ? | -15% | -2% | 7% | -19% | 0% | 8%
C/C(N)=C(/C#N)C(=O)COC(=O)c1cccc2ccccc12 | 35 | ? | -10% | 6% | -2% | 2% | -16%
COc1ccccc1NC(=O)c1ccc2c(O)c(S(=O)(=O)c3ccccc3)c(=O)[nH]c2c1 | -35 | -9% | -2% | 7% | -23% | 6% | 2%
Cc1cc(Oc2ccccc2)nc(NCc2ccccc2)n1 | -35 | 3% | -13% | 4% | -24% | 4% | 7%
O=c1c2ccccc2[nH]c(=S)n1Cc1ccccc1Cl | -38 | 1% | -13% | 27% | -28% | -3% | 12%
O=C(Nc1ccc2nn(-c3ccccc3)nc2c1)c1cccs1 | 3 | -9% | -22% | -4% | -58% | -2% | 0%
COc1cc(C(=O)n2nc(C)cc2C)ccc1O | 30 | ? | -1% | -10% | -21% | 4% | 28%
CNC(=O)CC(C(=O)O)c1ccc(OC(C)C)cc1 (stereo not drawn) | 8 | -4% | -9% | -2% | -7% | 6% | 6%
COc1ccc(S(=O)(=O)NCc2ccccn2)cc1NC(=O)c1ccccc1 | -10 | 4% | 0% | 2% | -15% | 3% | 7%
COC(=O)CS(=O)(=O)c1ccc2c(c1)CC(=O)N2 | -32 | 2% | 0% | 8% | 0.14µM* | -5% | 7%
COc1cccc(NC(=O)CN(C)C(=O)Cc2n[nH]c(=O)c3ccccc23)c1 | 93 | -2% | -9% | 0% | -18% | / | -19%
CC(CCc1ccccc1)NC(=O)C(Cc1ccccc1)NS(=O)(=O)c1cccs1 (stereo not drawn) | ? | 3% | 1% | -5% | -21% | -7% | 5%
CCC(C)(C)NC(=O)C(c1ccc(C)cc1)N(CC1CCCO1)C(=O)c1csnn1 (stereo not drawn) | -26 | -14% | -1% | 10% | 38% | -5% | -15%
O=C(Nc1ccc(F)cc1)Oc1ccccc1N1CCOCC1 | 38 | 6% | 4% | -4% | -7% | 8% | -4%
COC(=O)[C@@H](N)CS | -9 | -8% | 2%&4% | 14% | -21% | 2% | 5%
O=C(NCc1nnc(SCC(=O)N2CCc3ccccc32)o1)c1ccco1 | 29 | 4% | 1% | 11% | -13% | -2%[11.5 µM] | 3%
O=C(Nc1sc2c(c1C(=O)O)CCCCC2)c1cccnc1 | / | -11% | -2% | 0% | -25% | 0% | -11%
O=C(Nc1ccn(Cc2ccc(Cl)cc2)n1)c1ccc2c(c1)OCO2 | 21 | 0% | -3% | -2% | / | -3% | -29%
CC1CCc2c(sc(N)c2C(N)=O)C1 (stereo not drawn) | 8 | ? | -28% | 11% | -28% | 5% | -35%
COc1ccc(S(=O)(=O)N(CC(=O)Nc2ccc(S(=O)(=O)N3CCOCC3)cc2)Cc2ccc(F)cc2)cc1 | -28 | -15% | 4% | 6% | -15% | -2% | 2%
C/C(=N\Nc1ccc(F)cc1F)c1ccc(Br)s1 | -70* | -1% | -1% | -13% | -58% | 2% | -10%
CCCCn1c(N)c(N(CCOC)C(=O)CSCc2cccc(C)c2)c(=O)[nH]c1=O | 40 | 0% | -2% | -10% | 0% | / | 1%
CCOc1ccccc1NC(=O)Cn1cnc2c(cnn2-c2ccc(C)c(C)c2)c1=O | -31 | -7% | 4% | 8% | -18% | 0% | 0%
Cc1nc2sc(C(c3cccc(F)c3)N3CCC(O)CC3)c(O)n2n1 (stereo not drawn) | 10 | -8% | 0% | 32%[activator] | 0% | 4% | 6%
O=C(NN1S(=O)(=O)c2ccccc2S1(=O)=O)c1ccc(Br)cc1 | 19 | -9% | ? | 7% | -11%[11.4 µM] | 2% | -2%
CC1=CC(=C2C(=O)c3ccccc3C2=O)C=C(C)O1 | 85 | -1% | -5% | 5% | 89%[activator] | -10% | -1%
Cc1cccc(NC(=O)CSc2nnc([C@@H](N)Cc3ccccc3)o2)c1C | -15 | -8% | 4% | 91%[activator] | -11% | -9% | 0%
COc1ccc2c(c1)[nH]c1c(=O)n(/N=C/C3C(C)C=C(C)CC3C)c(=O)[nH]c12 (stereo not drawn) | -24 | -10% | -2% | -1% | -47% | 3% | -8%
CCCCNC(=O)c1onc(CSc2ccncc2)c1C(=O)NCCCC | -26 | 0% | 1% | -1% | 40% | 10% | 15%

High-throughput results deposited in PubChem by National Center for Advancing Translational Sciences (NCATS).
